# Compound activity as filed in PubChem.
# D1 PAM = human D1 dopamine receptor positive modulation. P21728. HEK293 TREx D1 cells, calcium flux, dopamine EC20 potentiation. potentiation, % at 10 µM. hit rate 0.036% among 360,000. AID 504651; in the data active = potentiation above about 30%; also: 0% is about no effect
# Target sequence (P21728 whole entry, looked up): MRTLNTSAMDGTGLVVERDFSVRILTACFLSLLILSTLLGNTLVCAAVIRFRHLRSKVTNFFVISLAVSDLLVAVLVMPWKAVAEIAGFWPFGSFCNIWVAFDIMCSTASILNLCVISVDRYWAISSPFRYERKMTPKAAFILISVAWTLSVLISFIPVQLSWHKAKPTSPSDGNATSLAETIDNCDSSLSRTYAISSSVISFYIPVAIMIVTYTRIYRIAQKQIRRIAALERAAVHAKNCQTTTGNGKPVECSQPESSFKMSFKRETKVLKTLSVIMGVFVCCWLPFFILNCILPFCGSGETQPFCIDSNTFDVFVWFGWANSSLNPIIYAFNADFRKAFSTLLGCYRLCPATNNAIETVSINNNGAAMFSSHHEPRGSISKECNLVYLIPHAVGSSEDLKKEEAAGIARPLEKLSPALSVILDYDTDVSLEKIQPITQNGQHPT
# D2 agonist = agonists of human D2 dopamine receptor | HEK293 T-REx D2 cells, calcium flux agonist mode | P14416 | hit rate 0.53% among 340,000 | activation, % at 2 µM | AID 485358;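 active = activation over 3 SD above normal in the single-dose calcium agonist read, cut at about 30% in these data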; also: 0% is about no effect
#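 Agonism is scored from calcium flux in a force-coupled, inducible HEK293 cell line expressing D2, read kinetically for 180 s after compound addition against dopamine controls.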
# D1 antagonist = antagonists of human D1 dopamine receptor. P21728. HEK293 TREx D1 cells, calcium flux, dopamine EC80; hits give low values. activity change, negative = inhibition, % at 10 µM. hit rate 3.2% among 360,000. AID 504652; in the data active = activity change below about -30%; also: % is scaled to controls: 0 for no effect and ±100 for the full control effect
#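 Tetracycline-induced HEK293 Trex D1 cells, force-coupled to calcium, dye-loaded; compounds added and read 180 s, then EC80 dopamine added and calcium flux tracked kinetically another 180 s.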
# D2 PAM = D2 dopamine receptor (human) potentiation; potentiation, % at 10 µM; hit rate 0.34% among 340,000; HEK293 T-REx D2, calcium flux, EC20 dopamine potentiation;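 active = potentiation over 3 SD above the plate norm, cut at about 30% in these data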; also: 0% is about no effect
#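 Potentiation of an EC20 dopamine calcium response is measured in a force-coupled, tetracycline-inducible Hek293 Trex D2 line. Compound-only kinetic reads over 180 s flag agonists before dopamine addition.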
# D1 agonist = human D1 receptor agonism; P21728; HEK293 T-REx D1 cells, calcium flux, agonist mode; activation, % at 2 µM; hit rate 1% among 360,000; in the data active = activation above about 30%; also: 0% is about no effect
#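 Agonism was scored from calcium flux recorded over 180 s (1 read/s) after pintool compound addition, following a 10-cycle baseline. Cells were inducible force-coupled HEK293 TREx D1, plated overnight at 30 C and loaded with no-wash calcium dye.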
# TRHR enhancer = TRH receptor (human) allosteric enhancement; P34981; TRHR cells, fluo-8 calcium fluorescence, EC20 TRH enhancement; enhancement, % at 2 µM; hit rate 0.66% among 360,000; AID 493056; in the data active = enhancement above about 30%; also: 0% is about no effect
# Target sequence (P34981 whole entry, looked up): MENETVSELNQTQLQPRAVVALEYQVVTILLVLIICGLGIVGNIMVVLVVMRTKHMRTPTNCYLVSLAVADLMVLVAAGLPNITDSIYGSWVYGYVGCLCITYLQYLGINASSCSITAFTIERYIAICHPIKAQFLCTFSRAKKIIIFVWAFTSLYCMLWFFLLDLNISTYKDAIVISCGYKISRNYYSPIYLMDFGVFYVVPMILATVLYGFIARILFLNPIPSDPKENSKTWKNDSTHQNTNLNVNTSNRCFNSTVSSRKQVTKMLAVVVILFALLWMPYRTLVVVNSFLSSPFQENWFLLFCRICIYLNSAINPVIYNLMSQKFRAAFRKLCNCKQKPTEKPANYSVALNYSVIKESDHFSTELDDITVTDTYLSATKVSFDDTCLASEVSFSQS
#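 Enhancer read-out: after compound pinning and an initial kinetic agonist-mode read, an EC20 of TRH (10 nM final) was injected and fluo-8 calcium signal (Ex 480/Em 530) followed at 1 s/cycle for 100 cycles in TRHR-expressing cells.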
# D2 antagonist = antagonizes the human D2 dopamine receptor. P14416. AID 485344. HEK293 TREx D2 cells, calcium flux, dopamine EC80. hit rate 2% among 340,000. inhibition, % at 10 µM; in the data active = inhibition above about 30%; also: 0% is about no effect
#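 In this primary screen, negative modulation is detected by tracking calcium flux after an EC80 dopamine challenge in inducible HEK293 T-REx D2 cells preexposed to test compound for 180 s.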
# RXFP1 antag = antagonists of human relaxin receptor RXFP1; Q9HBX9; HEK293-RXFP1, relaxin-stimulated cAMP HTRF, 30 min; hits give low values; activity change, negative = inhibition, % at 57.5 µM; hit rate 0.59% among 350,000; AID 1259400;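 active = activity change of -60% or lower, but not beyond a set lower limit; inconclusive = change between -60% and -40%, or beyond the set limit; inactive = change above -40%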; also: % is scaled to controls: 0 for no effect and ±100 for the full control effect
# RXFP1 agonist = agonists of human relaxin receptor RXFP1; Q9HBX9; HEK293T-RXFP1 cAMP TR-FRET, 30 min; response scale: percent of porcine relaxin response, buffer zero; Potency, µM (series often up to 57.5 µM), without a hit: top-dose activation, most hits filed as activators; hit rate 0.3% among 370,000; AID 2676; active = well fitted activation curve with a large enough effect; inconclusive = small, poorly fitted or top-dose-only effect; also: potency is read from the fitted curve at half-maximal effect; % is scaled to controls: 0 for no effect and ±100 for the full control effect; nearly all actives have a fitted effect of over 60% in size; many of its hits are not listed in these tables
#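 Agonist response is measured as cAMP accumulation in an RXFP1-transfected HEK293T line under PDE4 inhibition. Values are scaled between buffer-only and 29 nM porcine relaxin, and EC50s come from standard Hill equation fits.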
# * marks the source's active call; other numbers are inactive results; u = inconclusive; x = no result given; & = joins results of further samples.
SMILES,D1 PAM,D2 agonist,D1 antagonist,D2 PAM,D1 agonist,TRHR enhancer,D2 antagonist,RXFP1 antag,RXFP1 agonist
O=C(Nc1ccc(S(=O)(=O)N2CCOCC2)cc1)c1cc(-c2cc(Cl)ccc2O)n[nH]1,-4,2.0,-16,3,16,-1,7,-60*,1.1%
CC(NC(=O)c1ccc(NC2=NC3CS(=O)(=O)CC3S2)cc1)c1ccccc1 (configuration not stated),3,x,-22,x,3,2,x,0,-1.3%
Cc1cc(OCCCCCNCCO)ccc1Cl,-5,-0.6,-25,-16,25,-5,6,-1,2.6%
O=C(Cc1cccs1)NCc1cccc(F)c1,-5,0.4,4,-1,0,2,0,-3,0.3%
NC(=O)c1ccccc1OCCOCCOCCOc1ccccc1C(N)=O,7,1.2,-24,14,4,-1,0,-21,0.0%
FC(F)(F)c1cccc(Cc2noc(CN3CCCC(CN4CCCC4)C3)n2)c1 (configuration not stated),-1,0.6,5,6,6,7,18,8,1.2%
C=CCc1ccccc1OCC(O)CNC (configuration not stated),-6,-0.4,-19,-13,7,-1,1,1,0.3%
Cc1ccccc1C(=O)Nc1cc(S(=O)(=O)N2CCCCC2)ccc1N1CCN(C)CC1,-2,-0.2,5,-13,5,-1,0,-18,-1.1%
CCOC(=O)c1sc2nc(CC(C)C)c3c(c2c1N)CCC3,-9,1.2,15,5,3,7,3,-13,0.8%
COC(=O)CSc1nc(N2CCOCC2)c2c(c1C#N)CC(C)(C)OC2,-1,-0.3,-11,1,1,-3,14,-10,-3.3%
Cc1ccc(Cn2nnnc2CN2CCC(NC(=O)c3ccccc3F)CC2)cc1,-2,0.6,-13,4,1,-2,2,-7,1.4%
COc1ccc(C2CC(c3ccc4ccccc4c3)=NN2C(=O)CSc2ncccn2)cc1 (configuration not stated),0,0.9,-3,1,7,4,-6,-1,-0.7%
O=C(CSc1ccc(-c2cccnc2)nn1)c1ccc([N+](=O)[O-])cc1,7,-1.6,33,0,-3,7,12,u,3.0%
Cc1oc(-c2ccc(Cl)cc2)nc1CN1CCC(C(=O)NCCCN2CCCC2=O)CC1,-5,0.0,3,-4,2,-3,22,3,1.9%
Cc1ccc(C(=O)NNC(=O)c2cccs2)cc1,-7,0.3,-11,-4,0,21,11,10,0.5%
COc1ccc(OC)c(C2NC(=O)c3sc(=S)n(-c4ccccc4)c3N2)c1 (configuration not stated),6,0.5,6,-3,9,-12,13,-16,-0.2%
Cc1oc2ncnc(N3CCCCC3)c2c1C(=O)Nc1cccc(F)c1,3,-0.3,16,-3,2,1,x,4,-0.8%
O=c1c(C=NCc2cccnc2)c(C(F)(F)F)[nH]n1-c1nc2ccccc2s1,-3,1.1,8,6,1,7,-6,-9,-0.5%
Cc1cc(C(=O)N(C)C2CCCCC2)no1,0,0.1,5,-2,3,3,-8,-6,-1.5%
O=C(CSc1nnc(Cc2ccccc2)o1)Nc1cccc(F)c1,-6,-0.6,-5,-2,12,-4,2,-7,4.7%
CCC(CC)c1nnc(NC(=O)CN2C(=O)C3C4C=CC(C4)C3C2=O)s1 (configuration not stated),-1,1.8,1,2,0,4,-6,-19,1.5%
Cc1[nH]c2ccccc2c1C(=O)C(=O)Nc1ccc2c(c1)OCCO2,-2,x,16,x,6,2,x,-15,0.6%
CCC(C)NC(=O)Nc1ccccc1C (configuration not stated),7,x,-12,3,1,4,x,1,-0.3%
CCC(=O)N1CCc2cc(S(=O)(=O)NCCC(=O)Nc3ccc(C)cc3)ccc21,0,-0.6,-9,7,-1,0,x,-1,2.3%
CCc1c(O)nc(SCC(=O)Nc2ccccc2C)[nH]c1=O,-3,1.0,-16,0,1,1,19,-25,-0.7%

# Part of the list above, field by field:
CCc1c(O)nc(SCC(=O)Nc2ccccc2C)[nH]c1=O
  D1 PAM: -3
  D2 agonist: 1.0
  D1 antagonist: -16
  D2 PAM: 0
  D1 agonist: 1
  TRHR enhancer: 1
  D2 antagonist: 19
  RXFP1 antag: -25
  RXFP1 agonist: -0.7%

NC(=O)c1ccccc1OCCOCCOCCOc1ccccc1C(N)=O
  D1 PAM: 7
  D2 agonist: 1.2
  D1 antagonist: -24
  D2 PAM: 14
  D1 agonist: 4
  TRHR enhancer: -1
  D2 antagonist: 0
  RXFP1 antag: -21
  RXFP1 agonist: 0.0%

Cc1cc(OCCCCCNCCO)ccc1Cl
  D1 PAM: -5
  D2 agonist: -0.6
  D1 antagonist: -25
  D2 PAM: -16
  D1 agonist: 25
  TRHR enhancer: -5
  D2 antagonist: 6
  RXFP1 antag: -1
  RXFP1 agonist: 2.6%

Cc1ccccc1C(=O)Nc1cc(S(=O)(=O)N2CCCCC2)ccc1N1CCN(C)CC1
  D1 PAM: -2
  D2 agonist: -0.2
  D1 antagonist: 5
  D2 PAM: -13
  D1 agonist: 5
  TRHR enhancer: -1
  D2 antagonist: 0
  RXFP1 antag: -18
  RXFP1 agonist: -1.1%

# The results go on.
SMILES,D1 PAM,D2 agonist,D1 antagonist,D2 PAM,D1 agonist,TRHR enhancer,D2 antagonist,RXFP1 antag,RXFP1 agonist
CCCN(CCC)C(=O)C1CC(=O)OC12CCOC(C)(C)C2 (configuration not stated),1,1.7,-5,12,2,20,-8,x,-1.7%
O=[N+]([O-])c1ccc(/C=N/N2CCN(Cc3ccccc3)CC2)cc1,-10,0.2,-10,-1,-1,1,7,-18,-0.3%
COc1ccc(C(CC(=O)Nc2cc(OC)cc(OC)c2)n2cccc2)cc1 (configuration not stated),-8,-1.3,-4,-8,10,-1,4,-7,0.9%
Cc1ccc(C(=O)NNC(=O)Cc2nc3nc(C)cc(C)n3n2)cc1,-1,0.0,3,10,3,4,-14,-11,3.3%
CC(C)C(=O)NC(=S)Nc1ccccc1C(=O)NC1CCCCC1,-2,-0.1,-1,13,0,8,1,19,0.5%
S=C(NCc1ccccc1)NCc1cccc(Cl)c1,-3,-0.3,-17,-8,1,-12,9,-3,-0.9%
CCOC(=O)c1cc2nc(Nc3ccc(OC)cc3)sc2s1,-9,0.9,-11,-1,7,-7,13,5,2.6%
C=CCOC(=O)C1=C(C)NC(SCC(=O)N(CC)CC)=C(C#N)C1c1ccco1 (configuration not stated),-4,-0.6,-2,8,2,-4,5,-5&-2,-2.2%
Cc1ccc(Cl)cc1NC(=S)N(CCCN1CCN(C)CC1)Cc1cccs1,-13,1.7,6,-30,10,-4,45*,-9,-1.7%
CCCCOc1ccc(-c2nc(=S)[nH][nH]2)cc1,2,-0.7,5,13,-1,3,-10,-12,1.6%
O=C(NC(O)C(=O)c1cccs1)c1cccnc1 (configuration not stated),-7,0.8,-9,1,2,1,-5,0,-0.7%
CC(C)c1ccc(NC(=O)CSC2=Nc3ccccc3C3=NC(CC(=O)NC4CCCCC4)C(=O)N23)cc1 (configuration not stated),0,-0.7,3,-7,0,-7,x,-40,-0.3%
CC(=O)/C=C/c1ccc2ccccc2n1,-6,0.3,-4,2,0,-10,8,-8,1.4%
COc1ccccc1N(C)S(=O)(=O)c1ccc(Cl)c(C(=O)NCC2(N(C)C)CCCCC2)c1,1,-0.3,20,3,4,-3,-28,-30,0.7%
Cn1c(=O)c2c(ncn2CC(=O)N2CCN(c3ccc([N+](=O)[O-])cc3)CC2)n(C)c1=O,3,-0.1,-12,-1,1,13,-4,16,u
COc1ccc(C(=O)c2c(N)c(C(=O)Nc3ccccc3Cl)c3ccccn23)cc1,-2,x,-2,-20,-1,-2,x,-2,1.5%
CCOC(=O)c1cnn(-c2ccccc2)c1-n1cccc1,3,-1.4,-2,14,-1,3,-3,0,1.5%
Cc1cccc(Cc2ncc(C(F)(F)F)cc2Cl)c1,-9,0.1,6,-13,1,23,5,9,2.4%
O=S(=O)(Nc1ccc(F)cc1F)c1ccc(Br)s1,-1,0.1,3,-3,2,11,x,x,4.8%
CC(=O)OCc1c(F)c(F)c(-n2nc(C)cc2C)c(F)c1F,0,-1.5,-10,-7,1,0,12,-3,0.8%
CNS(=O)(=O)c1cccc(C(=O)OCC(=O)Nc2ccc(N3CCCCC3)cc2)c1,-1,-1.0,-17,-4,3,7,-9,2,-1.3%
Cc1nc2ccccc2c(=O)n1CCCn1ccnc1,0,-1.8,-13,-2,3,-3,-13,-4,4.5%
O=C(NCc1cccs1)C1CCC(=O)N(Cc2cccc(C(F)(F)F)c2)C1 (configuration not stated),-2,0.3,2,2,6,-2,12,6,-3.5%
COc1ccccc1NC(=O)CSc1nnc(-c2ccccn2)o1,x,-2.1,-8,2,5,12,-21,5,1.3%
COc1ccc(CCc2nnc(NS(C)(=O)=O)s2)cc1,1,-0.9,3,-4,3,2,0,-34,5.0%
# Later entries:
SMILES,D1 PAM,D2 agonist,D1 antagonist,D2 PAM,D1 agonist,TRHR enhancer,D2 antagonist,RXFP1 antag,RXFP1 agonist
CSC1=NCCN1C(=O)COc1ccccc1,0,1.0,2,4,1,4,18,x,-0.4%
CC(NC(=O)Nc1cc(Cl)ccc1Cl)c1c(-n2cccc2)sc2c1CCCC2 (configuration not stated),-1,x,9,-1,0,2,x,-6,-1.5%
COc1ccc(C2=Nn3c(nnc3-c3ccco3)SC2)cc1,-2,-0.4,5,26,2,-7,-11,-14,0.7%
COc1cccc(C(=O)COc2ccc3c(C)c(Cc4ccccc4)c(=O)oc3c2C)c1,-3,0.6,-5,2,3,5,-12,x,2.5%
O=C(Cc1ccc(S(=O)(=O)N2CCCC2)s1)Nc1nc2c(s1)CCCC2,2,1.1,-6,x,4,-5,-24,-3,-0.1%
C=CCc1c(C)[nH]c(=S)c(C#N)c1C,-1,0.4,-4,-4,2,4,-15,u,6.2%
Cc1ccc(NC(=O)c2ccc3c(=O)n4c(nc3c2)CCCCC4)nc1,0,0.3,14,4,1,1,-16,-6,2.3%
O=C(COc1ccc2c3c(c(=O)oc2c1)CCCC3)NCCCN1CCCC1=O,5,1.1,-7,10,1,2,1,-11,3.8%

# Whole records, looked up by structure. Order of values: D1 PAM, D2 agonist, D1 antagonist, D2 PAM, D1 agonist, TRHR enhancer, D2 antagonist, RXFP1 antag, RXFP1 agonist
# O=C(COc1ccc2c3c(c(=O)oc2c1)CCCC3)NCCCN1CCCC1=O is listed with 5, 1.1, -7, 10, 1, 2, 1, -11, 3.8%
# CSC1=NCCN1C(=O)COc1ccccc1 is listed with 0, 1.0, 2, 4, 1, 4, 18, x, -0.4%

# Results in D2 PAM and D1 agonist, for some of the entries so far:
SMILES	D2 PAM	D1 agonist
O=C(COc1ccc2c3c(c(=O)oc2c1)CCCC3)NCCCN1CCCC1=O	10	1
COc1cccc(C(=O)COc2ccc3c(C)c(Cc4ccccc4)c(=O)oc3c2C)c1	2	3
C=CCc1c(C)[nH]c(=S)c(C#N)c1C	-4	2
COc1ccc(C2=Nn3c(nnc3-c3ccco3)SC2)cc1	26	2
O=C(Cc1ccc(S(=O)(=O)N2CCCC2)s1)Nc1nc2c(s1)CCCC2	x	4

# This is a subset (hit frequency here may not be typical).
